Compound activity deposited in PubChem BioAssay by several laboratories.
Vif inh: HIV Vif self-association inhibitors, primary screen, imaging, HEK293T, single point; inhibition, % at 7.49 µM; actives 0.35% (n = 340,000); AID 602346, 2012; HEK293T cells, Vif self-association by quenched fluorescence, 24 h; in the data active = inhibition above about 50%, passing the limit was not always enough; note: some results filed as inactive read as strong as hits
CaV13 FRET inh: Primary screen for inhibitors of IQ motif and Ca2+-dependent inactivation inhibitor domain binding in CACNA1D, Förster resonance energy transfer in living cells, …; HEK cells, CFP/YFP FRET ICDI-IQ, plate reader, 10 min; percent FRET-ratio fall versus neutral wells; inhibition, % at 12.3 µM; actives 0.098% (n = 340,000);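 active = mean replicate inhibition of at least 30% and at least 1% of replicates passing that level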;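 note: 0% = median of the neutral control wells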
Cardio protect: cardioprotection against H2O2-induced cell death, primary screen, uHTS, H9c2 cells, ATPLite luminescence. H9c2 cardiomyocytes, H2O2 injury protection, 2 h. protection from H2O2 cell death, % at 20 µM. actives 0.63% (n = 360,000);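 active = compounds giving at least 50% protection of heart cells from peroxide-induced death in the single-dose screen, raw or plate-pattern-corrected value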;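 note: 0% = DMSO wells with peroxide and 100% = DMSO wells without peroxide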
PDI turbidity: inhibitors of human PDI, primary screen, biochemical, turbidity, single point, plate reader. Protein disulfide-isomerase (Homo sapiens), P07237. PDI insulin aggregation turbidity, A650, 90 min. inhibition, % at 10 µM. actives 0.052% (n = 350,000). AID 588391, 2011;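 active = mean inhibition across replicates of 30% or more, whatever share of single replicates reach that level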;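 note: absorbance from insulin aggregation driven by PDI reduction with DTT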
MC4R barr agon: MC4R agonists recruiting beta-arrestin, primary screen, cell-based, luminescence, agonist arm of biased-ligand search; Melanocortin receptor 4 (Homo sapiens), P32245; U2OS MC4R beta-arrestin complementation; percent of melanotan II response, DMSO zero; activation, % at 8.9 µM; actives 0.98% (n = 360,000);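 active = activation above a per-plate cutoff, the mean activation of sample wells on that plate plus 3 SD, cut at about 8% in these data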
Target sequence (P32245 whole entry, looked up): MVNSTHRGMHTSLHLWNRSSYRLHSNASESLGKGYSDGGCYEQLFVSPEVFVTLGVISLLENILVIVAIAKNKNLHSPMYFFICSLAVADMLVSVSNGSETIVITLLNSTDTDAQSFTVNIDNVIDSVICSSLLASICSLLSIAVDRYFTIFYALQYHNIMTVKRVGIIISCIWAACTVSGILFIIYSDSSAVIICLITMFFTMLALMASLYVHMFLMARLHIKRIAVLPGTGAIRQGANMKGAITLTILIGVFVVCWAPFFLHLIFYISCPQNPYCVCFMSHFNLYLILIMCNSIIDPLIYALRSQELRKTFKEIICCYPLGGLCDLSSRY
ABCB6 inh 2: ABCB6 transporter inhibitors, primary screen, K562-ABCB6 cells, flow cytometry, MLPCN library | K562-ABCB6 porphyrin accumulation, 1 h; active compounds read low | fluorescence ratio to DMSO, % at 10 µM | actives 0.19% (n = 360,000) | AID 602162, 2011;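 active = fluorescence ratio to DMSO below 75%, the collection mean minus 3 SD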;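 note: signal is porphyrin accumulated inside mitochondria; 100% equals median channel fluorescence of DMSO control wells; lower ratio means ABCB6 inhibition with less porphyrin fluorescence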
Glyco luc inh: increase of ERlucT glycosylation luciferase signal, primary screen, N-linked glycosylation inhibitor project, D54 ERlucT cells, luminescence, set 2; D54 ERlucT glycosylation luciferase reporter, 24 h; percent of 100 nM tunicamycin response; reporter increase, % at 12.5 µM; actives 0.23% (n = 360,000);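 active = mean luciferase reporter signal, scaled so untreated is 0 and the glycosylation-blocking control 100, at or above a set limit in every replicate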;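 note: luciferase carries N-glycosylation sites so blocking glycosylation raises the light; 0% = median of neutral control wells and 100% = median of 100 nM tunicamycin wells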
MC4R antag cAMP: MC4R antagonists of cAMP signaling, primary screen, cell-based, TR-FRET, antagonist arm of biased-ligand search. Melanocortin receptor 4 (Homo sapiens), P32245. MC4R-expressing cells, MTII-stimulated cAMP, LANCE TR-FRET. inhibition, % at 6.5 µM. actives 0.48% (n = 360,000);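 active = inhibition above its plate's cutoff, the mean of tested wells on that plate plus 3 SD, cut at about 29% in these data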;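 note: 0% = Melanotan II alone and 100% = Melanotan II plus saturating MCL0020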
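Assay system: human MC4R-expressing U2OS cells; reagent: Melanotan II stimulation of cells; dosing: 6.5 µM single dose; timing: compound 30 min, challenge 1 h, detection 1 h; signal: TR-FRET cAMP assay; replicates: one well per compound, no replicates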
m5-HT2A agonist: mouse Htr2a agonists via beta-arrestin recruitment, primary screen, cell-based, luminescence; CHO-K1 mHTR2A beta-arrestin complementation; percent of 30 µM serotonin response; activation, % at 7.6 µM; actives 0.66% (n = 360,000); AID 624169, 2012;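 active = activation above a run cutoff, the mean activation of all tested compounds plus 3 SD, cut at about 14% in these data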;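 note: 0% = plate median of compound wells and 100% = 30 µM serotonin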
Target sequence (P35363 whole entry, looked up): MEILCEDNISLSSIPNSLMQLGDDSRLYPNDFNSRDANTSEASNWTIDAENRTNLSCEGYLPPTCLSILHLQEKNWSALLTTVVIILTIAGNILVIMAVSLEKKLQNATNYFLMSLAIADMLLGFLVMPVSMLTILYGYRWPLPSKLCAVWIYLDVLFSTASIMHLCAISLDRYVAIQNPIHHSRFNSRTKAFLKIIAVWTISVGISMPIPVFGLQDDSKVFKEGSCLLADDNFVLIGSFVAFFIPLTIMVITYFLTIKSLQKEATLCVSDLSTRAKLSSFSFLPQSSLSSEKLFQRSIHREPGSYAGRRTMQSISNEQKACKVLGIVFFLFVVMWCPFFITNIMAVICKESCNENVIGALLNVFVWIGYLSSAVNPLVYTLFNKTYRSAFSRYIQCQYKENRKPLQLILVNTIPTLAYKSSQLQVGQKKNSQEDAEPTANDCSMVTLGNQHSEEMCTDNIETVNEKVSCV
aDG glyco up: activators of alpha-DG glycosylation, primary screen, uHTS, Pro5-aDG cells, AlphaScreen. activation, % at 10 µM. actives 0.22% (n = 360,000). alpha-DG glycosylation AlphaScreen (IIH6); 0% Pro5, 100% B10-LARGE cell signal;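 active = activation of at least 8% versus controls, or a plate z-score of at least 8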;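 note: Pro5 are CHO cells carrying HIG-tagged alpha-DG that lacks glycosylation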
Active calls of the source: *; . = no result given; & = joins results of further samples. Rows are unselected. Share with any hit: about 3.6%.

SMILES	Vif inh	CaV13 FRET inh	Cardio protect	PDI turbidity	MC4R barr agon	ABCB6 inh 2	Glyco luc inh	MC4R antag cAMP	m5-HT2A agonist	aDG glyco up
Cc1ccc(NC2=CC(=O)CC(C)(C)C2)cc1F	6	-2	-4	0	-0.4	102	0	13	3	-0.1
CSc1ccccc1NC(=O)Cn1ccsc1=N	-2	-5	5	3	-1.6	98	4	8	1	0.1
Cn1ccnc1SCC(=O)c1cccc(Br)c1	15	-4	11	12	-0.8	115	-1	-5	3	-0.2
CC(=O)OCC(=O)[C@@]1(O)CC[C@H]2[C@@H]3CCC4=CC(=O)C=C[C@]4(C)[C@@]3(Cl)[C@@H](Cl)C[C@@]21C	-5	-5	16	5	-0.6	95	1	5	-6	-0.2
CC1(C)CC(=O)c2c(oc3ccc(NS(=O)(=O)c4cccc5cccnc45)cc23)C1	-4	-4	-15	6	0.4	127	-4	19	-1	0.1
COCc1ccc(O)c2ncccc12	0	.	-3	1	0.6	102	-1	13	4	-0.1
Nc1nc2ccc(Cl)cc2[nH]1	3	-5	5	-2	-2.2	98	-1	-2	-2	0.3
O=C(NC1CCCC1)C(=O)N(Cc1cccnc1)C(C(=O)NCc1ccco1)c1ccccc1F (stereo not drawn)	12	0	4	9	-3.4	100	1	10	0	0.1
O=C(C1CCCO1)N1CCN(S(=O)(=O)c2ccc(F)cc2)CC1 (stereo not drawn)	13	-5	-3	1	0.4	97	0	4	4	0.1
COc1ccc(-n2c(SCC(=O)NCC3CCCO3)nc3n[nH]c(C)c3c2=N)cc1 (stereo not drawn)	-5	-2	1	-1	-0.2	109	7	4	-1	0.1
CN(C)c1nc(SCC#N)nc(N(C)C)n1	-3	-3	3	-6	-0.6	99	2	1	2	0.3
CN1c2ccccc2C(C)(C)C12CC(c1cccc(S(=O)(=O)N3CCCC3)c1)=NO2 (stereo not drawn)	.	-2	-3	0	-1.0	96	-13	-4	-2	0.9
Nc1ccc2c(c1)CC(=O)c1ccccc1S2	-10	-6	1	-1	3.3	100	0	8	-3	-0.3
CCC(Sc1nc2sc(C(=O)OC)c(C)c2c(=O)n1N)C(=O)NCC1CCCO1 (stereo not drawn)	3	-7	0	-5	-1.7	96	-1	0	1	-0.2
Cc1ccc(CN2C(=O)CCC2(C)c2nnnn2-c2ccc3c(c2)OCCO3)cc1 (stereo not drawn)	.	-9	.	.	.	101	.	.	2	-0.1
COc1ccc(COC(=O)N/N=C(\C)CC(=O)Nc2ccc(Cl)cn2)cc1	3	-2	-8	3	-2.2	99	0	21	-1	0.0
O=C(NCCCN1CCOCC1)c1cccc(S(=O)(=O)Nc2cc(Cl)ccc2Cl)c1	-6	-2	1	6	-0.2	98	0	16	-3	0.9
COC(=O)[C@]12CCCCC=C1N(Cc1ccco1)C(=O)[C@H](CC(=O)NCc1cccc3ccccc13)C2	.	-5	.	.	.	92	.	.	6	-0.2
CN(c1ccc(C(=O)Nc2ccc(S(=O)(=O)N3CCCC3)cc2)cc1)S(C)(=O)=O	4	-4	6	-2	-1.9	90	-7	8	1	-0.4
COc1cc(C(=O)OC(C)CN2CCOCC2)cc(OC)c1OC (stereo not drawn)	7&-1	-4	5&-2	7&9	-1.9&0.4	93&98	2&2	-1&4	2&2	-0.2&-0.1
CCCCn1c(N)c(N(CC)C(=O)c2cc(C)cc(C)c2)c(=O)[nH]c1=O	19	-2	-2	18	-0.3	96	1	0	7	0.0
COc1ccc(-c2nc(N3CCCCCC3)sc2C(=O)c2ccccc2)cc1	5	.	-13	11	-2.1	88	-4	6	3	-0.4
CCOc1ccc(S(=O)(=O)N2CCC(c3ccccc3)CC2)cc1C(=O)O	.	-2	12	-1	1.6	101	3	5	-9	0.1
Cn1cc(Cl)c(C(=O)N2CCN(c3ncccn3)CC2)n1	5	-3	-8	0	-0.7	93	2	1	2	-0.1
CCOC(=O)c1ccc(NC(=O)CSc2nnc(NC(=O)c3ccc(S(=O)(=O)N4CCOCC4)cc3)s2)cc1	8	-5	-4	-8	2.6	102	-1	2	2	0.0

Compounds listed so far that have a furan ring, fused or not:
SMILES	Vif inh	CaV13 FRET inh	Cardio protect	PDI turbidity	MC4R barr agon	ABCB6 inh 2	Glyco luc inh	MC4R antag cAMP	m5-HT2A agonist	aDG glyco up
CC1(C)CC(=O)c2c(oc3ccc(NS(=O)(=O)c4cccc5cccnc45)cc23)C1	-4	-4	-15	6	0.4	127	-4	19	-1	0.1
O=C(NC1CCCC1)C(=O)N(Cc1cccnc1)C(C(=O)NCc1ccco1)c1ccccc1F (stereo not drawn)	12	0	4	9	-3.4	100	1	10	0	0.1
COC(=O)[C@]12CCCCC=C1N(Cc1ccco1)C(=O)[C@H](CC(=O)NCc1cccc3ccccc13)C2	.	-5	.	.	.	92	.	.	6	-0.2

Continuation.
SMILES	Vif inh	CaV13 FRET inh	Cardio protect	PDI turbidity	MC4R barr agon	ABCB6 inh 2	Glyco luc inh	MC4R antag cAMP	m5-HT2A agonist	aDG glyco up
Cc1nc2sccn2c(=O)c1S(=O)(=O)Nc1cccc(Cl)c1C	0	-5	2	.	-0.7	93	1	6	8	-0.1
COc1ccc(CN(C)C(=O)C(CCSC)NS(=O)(=O)c2ccc3c(c2)OCCO3)c(OC)c1OC (stereo not drawn)	-2	-6	44	-5	-0.4	98	-1	15	7	-0.1
CCN1C=CC(=C2C(=O)c3ccccc3C2=O)C=C1	1	-8	-22	9	0.7	98	-25	-9	0	0.0
O=C(OCc1ccccc1)Oc1cncc(C(=O)O)c1	1	-7	-1	-1	-1.5	96	0	4	4	-0.1
O=C(NCc1cccs1)C1CCN(S(=O)(=O)c2ccc(Br)s2)CC1	4	0	-10	-10	-0.7	96	1	3	5	-0.1
O=c1[nH]c2ccccc2c2cn(-c3ccccc3)nc12	-9	-4	-10	-2	-1.4	92	12	-10	-2	0.5
CCc1ccc(N2CC(C(=O)Nc3nc4ccc(S(C)(=O)=O)cc4s3)CC2=O)cc1 (stereo not drawn)	7	-4	2	-8	1.3	96	0	8	-3	-0.1
Cc1nc2cc(NC(=O)Nc3nccs3)ccc2n1C	.	.	-14	4	-2.9	96	-11	1	-3	0.0
CSc1nc(C)cc(Oc2ccc(=O)n(C)n2)n1	10	-6	5	-10	-2.2	83	1	-1	-1	-0.2
COc1ccc(C(C)=O)cc1CN1CCCCC1	.	-4	-2	5	-0.1	96	-1	3	4	-0.2
COc1ccc(C(NC(=O)C2C3C=CC(C3)C2C(=O)O)c2ccccc2)cc1 (stereo not drawn)	-4	-7	4	3	0.3	102	2	2	-1	-0.1
COc1ccc(N2CCN(S(=O)(=O)CCNS(=O)(=O)c3ccccc3)CC2)cc1	0	-6	0	-4	-3.4	95	-1	4	6	0.1
O=C(Nc1ccn(CCCNCC(c2ccccc2)c2ccccc2)c(=O)n1)OCc1ccccc1	3	-4	1	-8	-0.4	99	-5	6	-12	0.8
CC(CNC(=O)c1cc(COc2c(F)cccc2F)on1)c1ccccc1 (stereo not drawn)	-1	-6	-5	3	-3.8	97	-1	-2	-5	0.1
Cc1cc(NC(=O)c2c(Cl)c(C)nn2C)no1	-10	.	7	1	-1.0	88	0	6	8	-0.3
O=C(Nc1cccc2[nH]ncc12)NS(=O)(=O)c1ccccc1	-6	-19	2	-2	-0.2	101	1	21	4	0.0
COc1cc(C(=O)NNC(=O)/C=C/c2ccccc2)cc(OC)c1OC	-1	-6	0	1	-0.5	87	4	2	4	1.1
Cc1cc(C)n(-c2ccc(C(=O)OCc3nnc(-c4ccccc4)o3)cc2)n1	0	.	-6	-2	-1.0	100	1	5	-1	-0.1
O=c1c2ccccc2n(Cc2cccc(F)c2)c(=O)n1C1CCCC1	-4	.	-14	5	5.6	99	-3	14	4	0.1
COc1ccc(C(=O)CSc2nc(N)nc(SC)c2C#N)cc1	-6	-6	8	1	1.1	97	2	3	2	-0.1
Nc1nc2ccc([N+](=O)[O-])c(N)c2s1	2	-5	47	-6	0.7	97	-2	-9	0	0.4
C[C@H](CO)N1C[C@H](C)[C@@H](CN(C)C(=O)Nc2ccc(C(F)(F)F)cc2)Oc2c(NS(=O)(=O)c3cn(C)cn3)cccc2C1=O	-7	-7	6	7	1.0	101	1	3	-3	-0.1
COc1ccc(C2=NN(c3nc4ccccc4s3)C(=O)C2)cc1	-5	-6	18	2	0.9	101	-1	9	1	-0.4
CCOC(=O)N1CCN(CC(=O)Nc2cc3c(cc2C(C)=O)OCO3)CC1	-3	-2	12	.	-2.4	100	0	4	-2	0.1
COc1ccccc1N(CC(=O)NCc1ccccc1)S(=O)(=O)c1cccs1	-6	-11	26	-2	-1.7	99	-4	5	-8	-0.2
Continuation:
SMILES	Vif inh	CaV13 FRET inh	Cardio protect	PDI turbidity	MC4R barr agon	ABCB6 inh 2	Glyco luc inh	MC4R antag cAMP	m5-HT2A agonist	aDG glyco up
COc1ccc(N2CCN(C(=O)CSc3ncnc4c3cnn4-c3ccccc3C)CC2)cc1	6	-4	-6	-9	-1.8	106	-1	2	1	1.3
CCOc1ccc(-c2c(C(=O)N/N=C/c3ccsc3)nnn2-c2nonc2N)cc1	16	-6	13	7	-1.2	106	1	11	-13	0.4
CCNC(=O)COC(=O)CCC(=O)c1cccs1	5	-2	6	-8	0.5	106	0	11	-3	-0.2
CC(=O)Nc1nc(=S)ss1	-19	-5	9	2	0.0	96	0	4	4	0.1
CCn1c(CCc2ccccc2)nc2ccccc21	-1	-21	-6	-2	-0.6	101	-1	5	0	0.1
O=C1c2ccccc2C(O)(Cc2ccccc2)N1c1ccc2c(c1)OCO2 (stereo not drawn)	0	.	3	12	-0.5	91	-2	6	-4	-0.1
O=C(O)C1CCCN1C(=O)Nc1ccccc1 (stereo not drawn)	15	.	6	-3	0.6	99	1	10	2	-0.1
CC1CCCC(C)N1C(=O)COC(=O)Cc1ccc(F)cc1 (stereo not drawn)	-8	-4	3	5	-1.0	97	2	2	-2	0.0
CCOC(=O)[C@H]1[C@H]2COc3ccc(C)cc3[C@@H]2N2C(=O)CN(Cc3ccccc3)C(=O)[C@@]12C	-2	-10	2	-3	0.7	98	-1	3	-2	-0.2
CN1C(=O)/C(=C/c2ccccc2Cl)Sc2ccc(C(=O)NCc3cccnc3)cc21	-6	-4	0	1	-1.1	95	0	7	-12	0.3
CCOC(=O)c1[nH]c2ccccc2c1CCCN1C(=O)c2ccccc2C1=O	-7	-5	2	-6	-0.8	106	-3	4	-4	0.1
CCNC(=O)C1(C)CCCN1C(=O)c1ccc(-c2ccccc2)cc1 (stereo not drawn)	.	-6	1	3	-0.2	96	4	16	-5	-0.1
